TLR9-MyD88 block = blocks human TLR9 binding to MyD88 | Q9NR96+Q99836 | 340,000 tested, 0.21% active | CHO BLA complementation TLR9-MyD88, CCF4 FRET ratio | inhibition, % at 4.98 µM;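 active means inhibition above the mean over all tested compounds plus 3 SD, cut at about 21% in these data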;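 further: 0% = DMSO only wells and 100% = clavulanate BLA inhibitor control wells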
SRC1 inh = human NCOA1 inhibition; HEK293 GAL4-SRC1 luciferase reporter, luminescence; inhibition, % at 3.6 µM; AID 588354; 360,000 tested, 0.12% active; Q15788;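 active means inhibition above the campaign mean plus 3 SD, with each screening campaign given its own cutoff, cut at about 60% in these data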;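 further: 0% = DMSO treated cells and 100% = gossypol at 36 µM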
NR2F2 inh = inhibitors of human COUP-TFII (NR2F2); HEK293T NGFI-A luciferase reporter, luminescence; P24468; inhibition, % at 8.6 µM; AID 686940; 370,000 tested, 0.7% active;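 active means inhibition above a per-plate cutoff, mean inhibition of test wells between control levels plus 3 SD, cut at about 38% in these data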;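 further: cells cotransfected with COUP-TFII expression vector driving the NGFI-A reporter; 0% = median of COUP-TF2 test wells and 100% = reporter-only cells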
TWEAK Fn14 block = TWEAK-Fn14 signaling inhibition | AID 1159606 | TWEAK-stimulated Fn14 reporter cells, luciferase luminescence, 8 h | 360,000 tested, 2% active | inhibition, % at 10 µM; in the data active means inhibition above about 50%
NCOA3 inh = human NCOA3 inhibition | Q9Y6Q9 | HEK293 GAL4-SRC3 luciferase reporter, luminescence | inhibition, % at 3.6 µM | 360,000 tested, 0.17% active | AID 588352;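 active means inhibition above a per-campaign cutoff, the mean of all compounds plus 3 SD, cut at about 60% in these data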;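 further: 0% = DMSO-treated cells and 100% = gossypol-treated cells at 36 µM; higher means less SRC3-driven luciferase light from the GAL4 reporter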
ABHD5-PLIN5 inh = inhibitors of human ABHD5-perilipin-5 interaction; Q00G26+Q8WTS1; Split G. princeps luciferase complementation, luminescence, 4 h; inhibition, % at 4 µM; 360,000 tested, 0.78% active;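 active means inhibition above the mean inhibition across every tested compound plus 3 SD, cut at about 22% in these data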;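 further: 0% = DMSO only wells and the 100% control is not disclosed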
Target sequence (Q00G26 whole entry, looked up): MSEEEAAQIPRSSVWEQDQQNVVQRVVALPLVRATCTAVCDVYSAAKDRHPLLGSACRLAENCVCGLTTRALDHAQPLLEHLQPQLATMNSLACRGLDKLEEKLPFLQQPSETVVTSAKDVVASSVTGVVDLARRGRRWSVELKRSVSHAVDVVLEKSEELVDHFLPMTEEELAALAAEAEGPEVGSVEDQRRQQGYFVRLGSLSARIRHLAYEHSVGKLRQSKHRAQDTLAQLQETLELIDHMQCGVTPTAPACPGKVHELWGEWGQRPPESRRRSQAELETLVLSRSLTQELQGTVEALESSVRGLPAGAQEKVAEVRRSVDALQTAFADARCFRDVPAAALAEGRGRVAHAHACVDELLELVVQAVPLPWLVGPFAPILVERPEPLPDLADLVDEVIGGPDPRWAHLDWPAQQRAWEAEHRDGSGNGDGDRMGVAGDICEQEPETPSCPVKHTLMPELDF
Target sequence (Q8WTS1 whole entry, looked up): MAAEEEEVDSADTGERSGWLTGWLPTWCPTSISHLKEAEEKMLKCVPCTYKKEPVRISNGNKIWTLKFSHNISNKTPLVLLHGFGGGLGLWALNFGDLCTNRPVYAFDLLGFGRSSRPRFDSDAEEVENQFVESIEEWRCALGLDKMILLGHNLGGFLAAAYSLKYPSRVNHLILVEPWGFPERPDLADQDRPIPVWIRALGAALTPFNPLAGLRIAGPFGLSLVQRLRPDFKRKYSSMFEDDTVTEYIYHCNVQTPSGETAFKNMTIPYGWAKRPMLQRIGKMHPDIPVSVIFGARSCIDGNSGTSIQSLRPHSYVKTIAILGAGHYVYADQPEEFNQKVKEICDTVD
LRH-1 inv ag = suppresses constitutive activity of human LRH-1. O00482. HEK293T StAR-luciferase reporter, LRH-1 transfected, 24 h. inhibition, % at 3.6 µM. 360,000 tested, 0.13% active;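 active means inhibition above the mean inhibition of all tested compounds plus 3 SD, cut at about 73% in these data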;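 further: 0% = DMSO wells and 100% = reporter-only cells lacking LRH-1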
NCOA2 inhibitor = inhibits human steroid receptor coactivator 2; 370,000 tested, 0.17% active; HEK293 GAL4-SRC2 luciferase reporter, luminescence; inhibition, % at 9 µM; AID 651957; Q15596;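 active means inhibition above the mean inhibition of all tested compounds plus 3 SD, set per campaign, cut at about 52% in these data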;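 further: 0% = DMSO treated cells and 100% = cells given Gossypol at 36 µM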
TROY NFkB inh = blocks TROY-dependent signaling in reporter cells; Q293 LMP1-TROYcd NF-kB luciferase reporter, 4 h; inhibition, % at 10 µM; 360,000 tested, 0.98% active; AID 1347056;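 active means compounds whose plate-normalised and pattern-corrected inhibition of the luciferase reporter signal at the single screening dose is 50% or more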
Granule exo inh = lytic granule exocytosis inhibition; TALL-104 LAMP-1 surface exposure, flow cytometry; cells stimulated with thapsigargin and PMA; inhibition, % at 10 µM; 360,000 tested, 0.66% active;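 active means inhibition above about 55%, limit read from the data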
NOD2 RIPK2 PPI = NOD2-RIPK2 protein interaction inhibition. O43353. CHO BLA complementation NOD2-RIPK2, CCF4 ratio. inhibition, % at 4.98 µM. 360,000 tested, 0.38% active; in the data active means inhibition above about 21%;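 further: 0% = vehicle only and 100% = reference blocker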
* hit, by the source's call; · = not tested or not shown.

SMILES	TLR9-MyD88 block	SRC1 inh	NR2F2 inh	TWEAK Fn14 block	NCOA3 inh	ABHD5-PLIN5 inh	LRH-1 inv ag	NCOA2 inhibitor	TROY NFkB inh	Granule exo inh	NOD2 RIPK2 PPI
CCCCNC(=S)N1CCn2cccc2C1c1ccc(F)cc1 (stereo not given)	-3	-7	6	-13	8	1	-3	29	13	2	-3
O=C(N/N=C/C1CC=CCC1)c1ccccc1O (stereo not given)	-4	-19	-8	-6	-10	7	-39	7	-39	-4	-2
COC(=O)C1CCN(S(=O)(=O)c2cc3c4c(c2)CCN4C(=O)CC3)CC1	-8	-5	11	-1	-8	2	-20	9	-17	-4	-8
Cc1cc(=O)n2nc(N3CCCC(C(=O)NCc4ccccc4Br)C3)sc2n1 (stereo not given)	9	-39	3	-23	2	-2	7	-6	-8	-1	-6
COc1cccc(NC(=O)C2(C)CCN2C(=O)CC2CCCC2)c1 (stereo not given)	·	-21	-13	26	-13	3	-20	-38	-6	-2	2
CCOc1cc(S(=O)(=O)Nc2cc(C)cc(C)c2)ccc1Cl	3	4	18	39	16	-6	25	0	21	0	7
Cc1ccc(S(=O)(=O)NC(=O)NCCCCNC(=O)NS(=O)(=O)c2ccc(C)cc2)cc1	-3	-4	15	-2	-6	1	0	7	-7	-1	-6
CCC(=O)N1CCN(c2cc(NCC3CCCO3)c(F)cc2[N+](=O)[O-])CC1 (stereo not given)	-3	0	8	12	7	-3	42	19	-2	1	8
CCC(=O)NC(=S)Nc1ccc(NC(=O)COc2ccc(Cl)cc2Cl)cc1	5	-18	·	-24	-29	1	-13	·	-25	-3	-8
CCCCN1CC[C@H]2C=CC[C@@H](C(=O)NCc3ccc(OC)cc3)[C@H]2C1=O	-3	-8	-10	-5	-7	-94	-14	-16	-3	11	7
Cc1cc(C)cc(NC(=O)COC(=O)CCCNC(=O)c2ccc(Cl)cc2)c1	11	-23	3	-15	9	-1	9	-7	-8	0	-11
O=C(NC1=NCCS1)c1sc2cc(F)ccc2c1Cl	3	-74	-41	-25	-43	-7	-116	-34	-43	7	-8
Cn1c(-c2ccc[nH]c2=O)nc2cc(Cl)ccc21	-9	-1	-3	-4	15	-3	-7	-22	3	-2	-1
CC(CNC(=O)c1ccccc1[N+](=O)[O-])NC(=O)c1ccccc1[N+](=O)[O-] (stereo not given)	-3	11	-4	14	10	-1	21	-8	2	-1	-22
CCc1cc(=O)oc2c(C)c(OCC(=O)NC3CC(C)(C)NC(C)(C)C3)ccc12	-16	24	·	-11	0	2	44	·	-26	8	4
Cc1ccc(S(=O)(=O)Nc2cnn(-c3ccccc3)c(=O)c2Cl)cc1	3	-7	7	1	9	-1	3	8	-12	1	-7
COc1ccccc1N1CCNC(C)C1=O (stereo not given)	-1	-3	-2	-8	-14	57*	-16	10	7	-2	4
CC(C)(CCc1ccccn1)C(=O)C(CCc1ccccn1)CCc1ccccn1	0	1	7	18	9	3	-18	13	-6	-13	-3
COc1ccc(-n2nc3c(c2NC(=O)c2ccc(N4C(=O)CCC4=O)cc2)CSC3)cc1	6	-27	13	-8	0	0	10	-15	-26	0	0
C=CCn1c(NCCc2ccccc2)nc2c1c(=O)n(C)c(=O)n2C	-8	23	22	46	35	-5	24	25	38	-2	-2
CC1CC(C(O)c2ccccn2)C(=O)C(C(O)c2ccccn2)C1 (stereo not given)	1	-11	-12	2	14	-2	14	4	-13	4	-12
Cc1ccccc1-c1nnc(SCC(=O)NC2CCCC2)o1	-2	18	11	8	-1	5	-5	-20	-8	0	-9
COc1ccc(CNCc2cc3c(C(C)(C)C)nn(-c4ccccc4)c3[nH]c2=O)cc1	5	0	12	22	-5	-5	-21	16	-3	0	16
O=c1cc(N2CCCCCC2)[nH]c(=O)n1-c1ccc(Cl)cc1	2	-17	-8	-9	-16	-3	1	-20	-22	4	-9
CC(C)C(OC(=O)CN1C(=O)COc2ccccc21)C(=O)NC1CCCCC1 (stereo not given)	-7	12	16	4	-1	2	18	-2	3	-2	-9
COc1ccc(S(=O)(=O)Nc2c(C)cccc2C)cc1-n1cnnn1	-21	-2	4	-18	-9	-2	10	8	-12	7	-11
O=C(COc1ccc(-c2nnco2)cc1)Nc1c(Cl)cccc1C(F)(F)F	-6	-19	-9	-6	-4	-2	-1	-23	-2	-3	-2
Cn1c(SCc2nc(-c3ccc(Cl)cc3)no2)nnc1-c1ccco1	1	-4	3	1	17	4	-21	19	-6	-1	-7
O=C(N/C(=C\c1ccc([N+](=O)[O-])cc1)C(=O)N1CCCCC1)c1ccccc1Br	-9	3	-6	37	10	-2	6	-18	35	-5	-5
CC(C)(C)NC(=O)C1c2ccccc2OCC(=O)N1Cc1ccccn1 (stereo not given)	·	·	-12	5	·	2	3	-6	2	6	9

An excerpt from above in order of length of the SMILES, lowest first.
SMILES	TLR9-MyD88 block	SRC1 inh	NR2F2 inh	TWEAK Fn14 block	NCOA3 inh	ABHD5-PLIN5 inh	LRH-1 inv ag	NCOA2 inhibitor	TROY NFkB inh	Granule exo inh	NOD2 RIPK2 PPI
Cc1ccccc1-c1nnc(SCC(=O)NC2CCCC2)o1	-2	18	11	8	-1	5	-5	-20	-8	0	-9
O=c1cc(N2CCCCCC2)[nH]c(=O)n1-c1ccc(Cl)cc1	2	-17	-8	-9	-16	-3	1	-20	-22	4	-9
CC(C)C(OC(=O)CN1C(=O)COc2ccccc21)C(=O)NC1CCCCC1 (stereo not given)	-7	12	16	4	-1	2	18	-2	3	-2	-9

Next part:
SMILES	TLR9-MyD88 block	SRC1 inh	NR2F2 inh	TWEAK Fn14 block	NCOA3 inh	ABHD5-PLIN5 inh	LRH-1 inv ag	NCOA2 inhibitor	TROY NFkB inh	Granule exo inh	NOD2 RIPK2 PPI
CC(=O)c1ccc(OCC(=O)NC2CCCCCC2)cc1	-16	-41	-15	0	5	6	-6	-35	-8	-3	-7
CCN1CCc2c(C#N)c(N3CCCCC3)nc(N3CCOCC3)c2C1	-9	-1	-1	-16	13	-1	1	-4	9	-1	-4
CCC(CC)CN1CCC(CN2CCNC(=O)C2=O)CC1	-3	5	15	4	4	12	21	-7	-8	-1	-20
CC1(C)CC(NC(=O)C(Cl)(Cl)Cl)CC(C)(C)N1	5	-6	10	-9	-25	1	-13	-20	-10	-2	-8
Cc1ccc(NC(=O)CSc2nnc(COc3ccccc3C)o2)cc1	-15	-12	-14	-13	13	0	9	-13	8	-2	7
C[C@H](NC(=O)C1CC(=O)N(c2ccc3c(c2)OCCO3)C1)C(=O)N1CCCCC1 (stereo not given in full)	-6	-16	10	7	4	4	-7	-4	-5	2	1
Cc1ccccc1Cn1c(=O)n(Cc2ccco2)c(=O)c2ccccc21	-9	-12	-7	-80	-10	9	-3	-8	-6	-1	1
COc1ccc(CN(Cc2cccnc2)C(=S)NCCc2ccccc2)cc1OC	-4	0	2	-6	21	0	-10	0	11	6	1
CCOC(=O)c1cc2sc(C)cc2n1CC(=O)N1CCOCC1	-2	1	2	-9	13	0	24	2	-4	0	0
O=C(c1cc(C(=O)c2ccco2)cc(C(=O)c2ccco2)c1)c1ccco1	2	-7	-9	8	7	4	10	16	-2	2	-18
COc1ccc(C(=O)C2CCCN(S(=O)(=O)c3cccc(C)c3)C2)c(C)c1 (stereo not given)	1	7	3	14	1	-7	9	22	32	6	-2
Cc1c(NS(=O)(=O)c2ccc3nc(COc4ccccc4Cl)[nH]c3c2)c(=O)n(-c2ccccc2)n1C	-6	-18	1	5	10	0	-8	0	-9	22	5
CC(=O)N1Cc2ccccc2C(C)CC12CCCC2 (stereo not given)	-9	9	-10	-21	15	8	10	4	20	1	-3
O=C(Nc1ccc(Cl)cc1)/C(=C1\CCCN1)[N+](=O)[O-]	-4	-30	-11	-37	-32	6	-25	-8	-76	-4	-1
O=C(NCCc1ccc(Cl)cc1)c1cnc2n(c1=O)CCS2	-4	-24	-36	-6	-40	0	-29	-34	-57	-7	6
Cc1ccc2c(c1)CO[C@]21O[C@H](CCO)C[C@H](O)[C@H]1O	-8	6	9	0	6	5	-2	3	-13	2	-3
CCN(CC)C(=O)c1ccc(NS(=O)(=O)c2ccc3[nH]c(=O)[nH]c3c2)cc1	3	-3	3	-5	11	-6	-19	8	14	3	-10
O=C(Nc1nccs1)[C@@H]1CC=C[C@@H]2CCN(Cc3ccccc3)C(=O)[C@@H]21	1	-2	-15	3	-8	-2	-20	-2	-1	-8	-3
Cc1cccc(NS(=O)(=O)c2nnc(NC(=O)c3ccc(Cl)cc3)s2)c1	11	0	2	-11	-12	0	-7	-2	-13	-2	-8
COc1cc(/C=C2\SC(=Nc3ccccc3OC)NC2=O)ccc1O	-3	1	-15	40	-8	-11	21	-36	24	2	-6
COc1ccc(-n2nnnc2C(CCSC)N2CCN(C/C=C/c3ccccc3)CC2)cc1 (stereo not given)	·	6	2	-12	-8	8	16	-10	16	0	9
COc1ccc(N2CCN(C(=O)CCc3nnc4ccc(N5CCCC5)nn34)CC2)cc1	0	-5	12	-2	6	2	-7	2	-18	-9	2
N#Cc1cccc(NC(=O)CCC2CCCC2)c1	-5	-3	7	-3	-13	-2	-24	-29	-19	0	-3
COC(=O)C(NC(=O)c1ccc(Cl)cc1)(Nc1nc(C)cs1)C(F)(F)F (stereo not given)	2	-13	9	-7	-5	-5	1	-10	-2	1	-11
COc1ccccc1C(=O)N/C(=C\c1cn(S(=O)(=O)N(C)C)c2ccccc12)C(=O)N1CCCC1	-1	3	-1	2	16	-1	-20	-2	-11	0	-11
COc1cccc(C#Cc2c(CO)[nH]c3ccccc23)c1	-7	-31	10	-11	-19	-2	23	-2	-21	-4	-11
COc1ccc(CN2CCNC(=O)C2CC(=O)NC2CCOCC2)cc1C (stereo not given)	3	4	-3	0	16	6	12	6	7	3	-4
CC(N)C(=O)NC(C(=O)N1CCCC1C(=O)NC(c1ccccc1)c1ccccc1)C(C)C (stereo not given)	-2	-50	-1	5	-6	-6	1	0	-1	-6	-5
CCc1ccc(C(=O)CSc2nc3cc(S(=O)(=O)N4CCOCC4)ccc3n2CC)cc1	1	-14	-25	1	1	6	-11	3	-51	-4	0
O=S(=O)(Nc1ccccc1O)c1ccc(Cl)nc1	1	-1	14	-4	4	0	-12	21	11	-2	0
COC(=O)c1c(NC(=O)Cc2ccccc2)sc2c1CC(C)(C)NC2(C)C	1	4	0	-2	-1	4	-5	-12	-10	-7	6
CCCCc1ccc(S(N)(=O)=O)cc1	3	9	-5	-10	11	3	14	21	0	-3	-2
CC(=O)C1=C(c2ccccc2)NC(=O)NC1c1ccc(O)c(O)c1 (stereo not given)	-2	13	4	-9	9	3	13	-3	5	-3	-3
CCN(CC)c1ccc2cc(C(=O)c3cccs3)c(=O)oc2c1	·	-81	-50	-4	-71	5	-124	-8	-2	-4	20
CCCCCCNC(=O)Cc1ccc(Br)cc1	-13	-4	12	-22	10	-4	-6	-17	-16	-5	2
Cc1cc(OCC(=O)OCC(=O)Nc2ccc(Cl)cn2)ccc1Cl	0	-1	0	-2	10	-2	0	7	-10	0	-5
CCC(=O)NC(=S)Nc1ccc(NC(=O)c2ccco2)c(Cl)c1	·	6	2	-11	-3	-6	-4	-4	-9	0	-8
CC(=O)c1ccc(NC(=S)NNC(=O)c2ccccc2[N+](=O)[O-])cc1	3	1	-28	1	11	-7	-1	-42	16	-3	-10
Cc1occc1C(=O)Nc1ccc2c(c1)OCO2	1	-86	-62	-10	-89	-3	-119	-57	-28	-4	1

Some of the compounds tested. The share of hits here may be higher or lower than overall.
